TAG inh – reduces triacylglycerol accumulation in H9c2 cells; Nile Red lipid (TAG) fluorescence; cells loaded with 200 µM oleic acid; inhibition, % at 12.5 µM; 0.66% of 230,000 active; AID 651582;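 active = pattern-corrected inhibition of lipid staining of at least 50% with the nuclear-stain viability signal not falling by more than 50%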;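 also: 0% = DMSO wells and 100% = triacsin C control wells; some results filed as inactive read as strong as hits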
TAG inh DAPI viability – recorded beside TAG inh, whose call it bears; DAPI nuclei signal change (viability), lower = more cytotoxic, %;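 whole-well DAPI fluorescence read on a plate reader as a viability signal; minus 50 percent equals half of cells still viable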
An asterisk follows results filed as active. These rows are one share of the data; count on the stated rates, not on these rows.

SMILES	TAG inh	TAG inh DAPI viability
O=C(c1cccc(Cl)c1)C1CCCN(C(=O)c2ccoc2)C1 (stereo not given)	-11	7
CC(C)CC(NC(N)=O)C(=O)Nc1ccc(Oc2ccccc2)cc1 (stereo not given)	3	0
C=CCNC(=O)c1onc(CSc2cccc3ccccc23)c1C(=O)O	-12	1
Cc1ccc(NC(=O)CSc2nnc3ccccn23)cc1S(=O)(=O)N1CCOCC1	-14	3
COCC(C)N1CC(O)=C(c2nc(-c3ccc(Cl)cc3)cs2)C1=N (stereo not given)	0	-11
CCOc1cc(N2CCOCC2)c(OCC)cc1NC(=O)c1cc(S(=O)(=O)N2CCOCC2)ccc1F	20	-8
CC(=O)Nc1ccc2sc(NC(=O)CN3CCOCC3)nc2c1	1	7
Cc1sc(NC(=O)CSc2nnc(CCNC(=O)c3cccs3)n2C)nc1-c1ccccc1	1	-3
CCOC(=O)C1(CCOC)CCN(Cc2ccccc2-c2ccco2)CC1	-22	24
Cc1ccc2c(c1)C(c1ccccc1)N(C(=O)c1cc3ccccc3oc1=O)CC(=O)N2 (stereo not given)	-1	-1
O=C(O)c1ccccc1-c1nc2ccccc2c(=O)[nH]1	1	13
CCCCCCCCC(=O)NNC(=O)c1c(O)c2ccccc2n(CC)c1=O	13	-8
COc1ccc(NS(=O)(=O)c2cccc(C(=O)N3CCN(Cc4cc(OC)ccc4OC)CC3)c2)cc1	-11	8
Cn1cccc1C(=O)OCC(=O)Nc1ccc2[nH]c(=O)[nH]c2c1	-3	-6
CC(C)n1nc(C(=O)Nc2ccc3c(c2)OCO3)c2ccccc2c1=O	0	-2
COc1ccc([N+](=O)[O-])cc1/C=N/Nc1nc(N2CCCCC2)nc(N2CCCCC2)n1	21	1
COc1ccc(OCC(O)CNC(=O)Nc2cc(C)cc(C)c2)cc1 (stereo not given)	2	1
O=C(NCC(c1ccco1)N1CCCCC1)c1cnc(Cl)c(Cl)c1 (stereo not given)	-27	1
CC(=O)c1c(C)nc(-c2ccc(Cl)cc2)nc1N=CN(C)C	14	2
Cc1ccccc1NC(=O)CC1SC(=O)N(c2ccccc2)C1=O (stereo not given)	-7	-8
Cc1cccc(N2C(=O)N(c3ccccc3C)C3CS(=O)(=O)CC32)c1 (stereo not given)	4	-6
O=C(CCCCO)c1ccc(O)c(Cl)c1	0	-9
Cc1cc(Cl)c2ccc(Cl)cc2n1	1	-7
Cn1nc(C(C)(C)C)c([N+](=O)[O-])c1C(=O)Nc1cccc2ccccc12	-1	-3
Cc1cc(C)n(-c2cccc3cccnc23)n1	7	-15
CC(OC(=O)C1CCN(c2ccc(C(F)(F)F)cn2)CC1)C(=O)Nc1cccc([N+](=O)[O-])c1 (stereo not given)	-3	2
COc1ccc(CN2C[C@@H](CO)O[C@@H](n3cnc4c(NCCCO)ncnc43)C2)cc1	9	-9
O=C(CSc1nc2ccc(Nc3nc(N4CCCC4)nc(N4CCCC4)n3)cc2s1)NCc1ccco1	22	16
O=C(NNC(=S)Nc1ccc(Br)cc1)c1ccccc1Br	-5	8
CN(CCOc1ccccc1)C(=O)C1CCC(=O)N(CCc2ccc(Cl)cc2)C1 (stereo not given)	2	10
Clc1ccc(-[n+]2c(-c3cccc(Br)c3)[nH]c3nc4ccccc4nc32)cc1	7	7
O=C(C1=C[C@H](c2ccc(Br)cc2)C[C@H](OCCCCO)O1)N1CCN(Cc2ccc3c(c2)OCO3)CC1	-20	4
CC(C)(C)C1CCC(C(=O)Nc2ccc(N3CCOCC3)cc2N2CCOCC2)CC1 (stereo not given)	33	-9
CCCN1C(=O)N(C)C(N(O)C(=O)NC)C1(C)C (stereo not given)	-1	-1
CC(C)CNC1CCS(=O)(=O)C1 (stereo not given)	2	-10
OCc1nnn(-c2cccc(C(F)(F)F)c2)c1CO	-2	4
CCOc1ccc2sc(NS(=O)(=O)c3ccc(N)cc3)nc2c1	2	4
CC(OC(=O)c1cccc(S(=O)(=O)N2CCCC2)c1)C(=O)NC1CCCCC1C (stereo not given)	3	-2
CCCCCCC1C(C#N)=C(N)OC2=C1C(=O)CC(C)(C)C2 (stereo not given)	-7	-3
CCOC(=O)Cc1csc(NC(=O)CSc2nnnn2-c2ccc(C)c(C)c2)n1	5	-3
COc1ccc(-c2ccc3c(=O)cc(-c4ccsc4)oc3c2)cn1	-6	55
O=C(NC1CCSC1=O)c1cccc(Cl)c1 (stereo not given)	2	-2
CC(C)(C)NC(=O)NC(=O)COC(=O)CNS(=O)(=O)c1ccc(Br)cc1Cl	-9	17
CC(=O)c1ccc(OCC(=O)Nc2ccccc2N2CCCC2)cc1	-3	2
COc1ccc(CCNC(=O)c2ccc3c(=O)n(Cc4ccco4)c(=S)[nH]c3c2)cc1OC	-14	4
COc1ccc(N2CCN(c3oc(COc4ccc(Cl)cc4)nc3C#N)CC2)cc1	-34	2
CN(C)S(=O)(=O)Nc1ccccc1F	7	-3
Cc1cc(Cl)ccc1NC(=S)NCc1ccccc1	9	-13
C=CCN(C(=O)Cn1ncc2c1-c1cc(C)ccc1OC2)c1ccccc1	-5	-3
CC(=O)c1cccc(NC(=S)N2CCN(c3ccccn3)CC2)c1	-1	7
O=C(c1ccc(F)cc1)C1CCN(S(=O)(=O)c2ccccc2)CC1	-5	-7
Cn1c(=O)n(C)c2cc(NS(=O)(=O)c3ccc(F)cc3)ccc21	11	-3
COC(=O)c1ccc(COc2ccc(/C=N/O)cc2OC)o1	-30	6
Cc1nc2ccc(NS(=O)(=O)c3ccc(F)cc3)cc2s1	5	-6
Cc1cc(C(=O)COC(=O)c2ccc3c(c2)NC(=O)CS3)c(C)n1CCc1ccc(Cl)cc1	-10	5
N#CCC(=O)Nc1cc(C(F)(F)F)ccc1N1CCOCC1	-1	-2
COCCN(C(=O)CSc1nc2ccc(Cl)cc2[nH]1)c1c(N)n(Cc2ccccc2)c(=O)[nH]c1=O	-23	11
Cc1c(S(=O)(=O)N2CCN(c3ccccc3)CC2)c(=O)n(C)c(=O)n1C	15	-7
O=C(NC(Nc1ccccn1)C(Cl)(Cl)Cl)c1ccccc1 (stereo not given)	-9	9
COc1ccc(C(=O)NCC(c2ccco2)N2CCc3ccccc32)cc1 (stereo not given)	23	-18

Continued:
SMILES	TAG inh	TAG inh DAPI viability
CC(=O)c1ccc(NC(=O)C(C)N(C)CC(=O)Nc2ccc(N3CCOCC3)cc2)cc1 (stereo not given)	-1	4
CN(C)/C=C1/NC(=S)NC1=O	5	-3
CC(=O)Nc1ccc(SCC(=O)NC(=O)c2ccc(S(=O)(=O)N(C)C)cc2)cc1	12	3
CC1CCN(C(=O)c2ccc(-n3cnnn3)cc2)CC1	8	5
Cc1cc(C(=O)COC(=O)CC2Sc3ccccc3NC2=O)c(C)n1-c1ccccc1 (stereo not given)	1	-1
COCCOC1CCN(C(=O)c2cc(COc3ccc(F)cc3F)on2)CC1	-1	1
O=C(Cn1nc(Cc2ccncc2)c2ccccc2c1=O)N1CCN(C(=O)c2ccco2)CC1	-4	-7
CC(C)NC(=O)c1cccc2c(-c3ccc(F)c(F)c3)coc12	-25	0
Cn1cccc1Cc1nnc(SCC(=O)NC2CCCCC2)n1CCc1ccccc1	21	-12
CCC(C)(C)n1nnnc1C(c1ccc(C)cc1)N1CCC(C)CC1 (stereo not given)	-13	-1
C[C@@H]1CN([C@H](C)CO)C(=O)CCCn2nncc2CO[C@H]1CN(C)S(=O)(=O)c1cccs1	9	-7
CC(C)(C)CNc1cc(N2CCOCC2)ccc1[N+](=O)[O-]	2	7
CCN(CC(=O)Nc1cc(Cl)ccc1C)C(=O)Cc1sc(C)nc1-c1ccc(F)cc1	3	3
C/C(=C\C(=O)c1ccc(Br)cc1)NCc1ccccc1	-23	2
C#CC1(NC(=O)N(C)C)CCCCC1	-3	1
O=C(Nc1ccc(NC(=S)NC(=O)c2ccco2)cc1)c1ccc(Br)cc1	9	7
CC(NC(=O)C1CCC(CNc2c(N3CCOCC3)c(=O)c2=O)CC1)c1ccccc1 (stereo not given)	11	-2
COc1ccc(C(=O)COC(=O)[C@H](C)NS(=O)(=O)c2ccc(NC(C)=O)cc2)cc1OC	-6	-7
Nc1ccc2oc(CCc3ccccc3)nc2c1	-5	-1
CCCCN1C(=O)Cc2c1nc(N)c1c(N)nc(N(CCC)CCC)c(C#N)c21	6	-7
Cc1ccc(/C=N/NC(=O)c2cccnc2)o1	7	-4
CC(C)N(C(=O)CN1CCN(S(=O)(=O)c2ccc(Br)s2)CC1)C(C)C	9	88
O=C(O)/C=C/C(=O)OC1CC2CCC1C2 (stereo not given)	-6	10
CCOC(=O)c1cnc2[nH]c3ccccc3n2c1=O	14	-1
CC(C)OC(=O)c1nnc(-c2ccccc2)nc1OC(C)C	9	-2
CCC(C)(C)n1nnnc1C(c1ccc(O)c(OC)c1)N1CCN(c2nc3ccccc3s2)CC1 (stereo not given)	28	3
Cc1ccc(S(=O)(=O)NCC2NCCc3ccccc32)cc1 (stereo not given)	-21	15
CC(=O)Oc1ccc(N2C(=O)[C@@H]3[C@H](C2=O)[C@H]2c4ccccc4C=NN2[C@@H]3C(C)=O)cc1	-1	8
C=CCn1c(O)c(N=NC(=O)CNC(=O)c2ccco2)c2ccccc21	1	-1
CCn1ccnc1CN(C)C(=O)CC1C(=O)NCCN1Cc1c(F)cccc1Cl (stereo not given)	16	-8
O=C(CSc1nc2ccccc2c(=O)n1CCCO)NC1CC1	-10	7
CN=C1c2cc3cc(OC)ccc3n2CCN1C	4	-11
CC(=O)c1c(O)c(C)c(O)c2c1OC1=Cc3c(c(C)nn3C)C(=O)C12C (stereo not given)	26	-2
Cc1ccc(NC(=O)C2CCCN(S(=O)(=O)c3cnc[nH]3)C2)cc1F (stereo not given)	-2	0
Cc1c(-c2nc(N)nc(Nc3ccc(F)cc3)n2)oc2ccccc12	-6	-7
O=C(NCc1ccccc1)c1cc(C2CCCCN2C(=O)CCCc2ccccc2)on1 (stereo not given)	-11	28
O=C1N(Cc2cccnc2)C[C@@H]2C[C@@H](c3ccccc3C#Cc3ccccc3)N3CCC[C@@]123	-4	10
Nc1cccc(NC(=O)CN2CCOCC2)c1	5	-9
COc1ccc(-c2oc3cccnc3c2/C=C/c2ccc(OC)c(OC)c2)cc1	7	10
O=C(Nc1nc2cc3c(cc2s1)OCCO3)C1CCCCC1	13	4
Cc1c(Br)c([N+](=O)[O-])nn1CC(=O)Nc1ccccn1	0	-6
COCCN(C(=S)Nc1ccc(C)cc1)C(C)c1cccnc1 (stereo not given)	13	-12
O=c1cc(-c2ccccc2F)oc2ccccc12	1	2
CCCCCn1c(SCC(=O)OC)nc2c1c(=O)[nH]c(=O)n2C	8	5
O=C(O)c1csc(-c2cccs2)n1	0	10
COc1ccc(CCNC(=O)COC(=O)c2ccc([N+](=O)[O-])o2)cc1	-8	-2
N#Cc1ccc(C(=O)OCC(=O)NC(=O)NC2CCCCC2)cc1	-3	-11
O=C(ONC1=NCCCCC1)c1cccc([N+](=O)[O-])c1	12	-19
Cc1ccc(C#CC[N+](C)(C)CC#Cc2ccccc2)cc1	2	16
CCC1(C)C2(C#N)C(N)=NC(OC)(OC)C12C#N (stereo not given)	-1	-2
COc1cccc(CNC(=O)COC(=O)c2ccc(Cl)s2)c1	7	-1
O=C(CSc1ccc(Br)cc1)N1CCN(C(=O)c2ccco2)CC1	-2	-8
CCCC(CC)Sc1nc2c([nH]1)c(=S)n(C)c(=O)n2C (stereo not given)	-7	2
CC(C)CCNC(=O)CC1Nc2c3ccccc3nc(=S)n2C1=O (stereo not given)	4	9
C[C@@H]1CN([C@H](C)CO)C(=O)c2cc(Br)cnc2O[C@H]1CN(C)C(=O)Nc1ccc2c(c1)OCO2	-11	3
Cc1cc(C)n(S(=O)(=O)c2ccccc2)n1	3	3
COc1ccccc1C(CNC(=O)c1ccc(-c2ccccc2Cl)o1)N1CCCC1 (stereo not given)	-6	1
CCn1c(=N)n(CCO)c2ccccc21	-3	-6
COc1ccccc1NC(=O)c1ccc(NC(=O)c2nc3nccc(C)n3n2)cc1	23	1
COc1ccc(CCNC(=O)COC(=O)/C=C/c2ccc3c(c2)OCO3)cc1OC	0	3
O=c1oc2ccccc2c(NCCO)c1[N+](=O)[O-]	11	-8
O=C(CCCNS(=O)(=O)c1cccc2nsnc12)NC1CCCCC1	-3	2

18 entries from above, reformatted:
SMILES,TAG inh,TAG inh DAPI viability
O=C(O)c1csc(-c2cccs2)n1,0,10
COc1ccc(CCNC(=O)COC(=O)c2ccc([N+](=O)[O-])o2)cc1,-8,-2
N#Cc1ccc(C(=O)OCC(=O)NC(=O)NC2CCCCC2)cc1,-3,-11
O=C(ONC1=NCCCCC1)c1cccc([N+](=O)[O-])c1,12,-19
Cc1ccc(C#CC[N+](C)(C)CC#Cc2ccccc2)cc1,2,16
CCC1(C)C2(C#N)C(N)=NC(OC)(OC)C12C#N (stereo not given),-1,-2
COc1cccc(CNC(=O)COC(=O)c2ccc(Cl)s2)c1,7,-1
O=C(CSc1ccc(Br)cc1)N1CCN(C(=O)c2ccco2)CC1,-2,-8
CCCC(CC)Sc1nc2c([nH]1)c(=S)n(C)c(=O)n2C (stereo not given),-7,2
CC(C)CCNC(=O)CC1Nc2c3ccccc3nc(=S)n2C1=O (stereo not given),4,9
C[C@@H]1CN([C@H](C)CO)C(=O)c2cc(Br)cnc2O[C@H]1CN(C)C(=O)Nc1ccc2c(c1)OCO2,-11,3
Cc1cc(C)n(S(=O)(=O)c2ccccc2)n1,3,3
COc1ccccc1C(CNC(=O)c1ccc(-c2ccccc2Cl)o1)N1CCCC1 (stereo not given),-6,1
CCn1c(=N)n(CCO)c2ccccc21,-3,-6
COc1ccccc1NC(=O)c1ccc(NC(=O)c2nc3nccc(C)n3n2)cc1,23,1
COc1ccc(CCNC(=O)COC(=O)/C=C/c2ccc3c(c2)OCO3)cc1OC,0,3
O=c1oc2ccccc2c(NCCO)c1[N+](=O)[O-],11,-8
O=C(CCCNS(=O)(=O)c1cccc2nsnc12)NC1CCCCC1,-3,2

Screening data: PubChem BioAssay, Sanford-Burnham Center for Chemical Genomics
